PTAP TSG101 blk: blocks PTAP/TSG101 interaction to inhibit HIV-1 budding; Fluorescence polarization, FITC-PTAP peptide / Tsg101 binding; Potency, µM (series often up to 115 µM), for the others: at the top dose activity change, negative = inhibition, usual class: inhibitors; 340,000 tested, under 10 active; AID 493005; active means well fitted inhibition curve with a large enough effect in the main read-out, with a control signal flat, not every such curve was filed as active; inconclusive means small, poorly fitted or top-dose-only effect, or effect the other way, or a change in a side signal; inactive means no such curve, though single readings can be large or run the other way; further: potency means the concentration at half of the fitted maximal effect; % of control where 0% means no effect
Target sequence (Q99816 whole entry, looked up): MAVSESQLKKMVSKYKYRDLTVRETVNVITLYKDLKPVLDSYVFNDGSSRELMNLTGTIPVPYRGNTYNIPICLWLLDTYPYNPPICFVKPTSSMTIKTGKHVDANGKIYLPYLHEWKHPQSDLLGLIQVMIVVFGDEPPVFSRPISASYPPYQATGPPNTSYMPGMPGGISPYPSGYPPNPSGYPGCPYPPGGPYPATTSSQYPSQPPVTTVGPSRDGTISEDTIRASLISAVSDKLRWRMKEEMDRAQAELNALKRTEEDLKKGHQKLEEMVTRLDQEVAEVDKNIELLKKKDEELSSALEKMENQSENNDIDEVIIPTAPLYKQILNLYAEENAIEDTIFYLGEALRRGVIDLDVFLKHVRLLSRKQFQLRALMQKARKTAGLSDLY
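Tsg101 binding domain (10 uM final) was mixed with compound and a FITC-labeled PTAP peptide (50 nM final) in HEPES pH 7.5 buffer with NaCl, Tween 20, EDTA and TCEP; fluorescence polarization was read after 20 min at r.t.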
TCR activator: T cell receptor activation; primary human leukocytes, anti-CD3, IL-2 HTRF, 48 h; Potency, µM (highest dose often 9.22 µM), for inactives: at the highest dose activation of IL-2 secretion, usual class: activators; 330,000 tested, under 10 active; AID 504894; further: % of control where 0% means no effect
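Primary human leukocytes incubated 48 hr with anti-CD3 beads plus compound, without co-stimulation. Secreted IL-2 measured by HTRF (europium cryptate/d2 anti-IL-2 pair, 320 nm excitation, 665 nm emission).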
p53 reactivator: mutant p53 re-activation in reporter cells; H1299 p53-A138V BP100-luciferase reporter, luminescence, 24 h; Potency, µM (series often up to 92.2 µM), for inactives: top-dose activity change, positive = activation, most hits filed as activators; 0.063% of 320,000 active; further: potency means the concentration at half of the fitted maximal effect; % of control where 0% means no effect; nearly all actives have a fitted effect of over 45% in size
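p53-null H1299 cells stably carrying temperature-sensitive p53-A138V and a BP100-luciferase reporter were pinned with compounds (4-point, 1:5 series) and held 24 hrs at 37 deg C. Luminescence was read 10 min after detection reagent.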
B2AR arrestin: recruits beta-arrestin to the human beta2-adrenergic receptor | P07550 | beta-arrestin recruitment to beta2AR, cell-based reporter | Potency, µM (series often up to 46.1 µM), for inactives: top-dose activation, hits mostly activators | 0.02% of 330,000 active | AID 492947;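 further: potency means the concentration at half of the fitted maximal effect; 0% = DMSO controls and full agonism = EC100 isoproterenol or metaproterenol; nearly all actives have a fitted effect of over 65% in size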
Target sequence (P07550 whole entry, looked up): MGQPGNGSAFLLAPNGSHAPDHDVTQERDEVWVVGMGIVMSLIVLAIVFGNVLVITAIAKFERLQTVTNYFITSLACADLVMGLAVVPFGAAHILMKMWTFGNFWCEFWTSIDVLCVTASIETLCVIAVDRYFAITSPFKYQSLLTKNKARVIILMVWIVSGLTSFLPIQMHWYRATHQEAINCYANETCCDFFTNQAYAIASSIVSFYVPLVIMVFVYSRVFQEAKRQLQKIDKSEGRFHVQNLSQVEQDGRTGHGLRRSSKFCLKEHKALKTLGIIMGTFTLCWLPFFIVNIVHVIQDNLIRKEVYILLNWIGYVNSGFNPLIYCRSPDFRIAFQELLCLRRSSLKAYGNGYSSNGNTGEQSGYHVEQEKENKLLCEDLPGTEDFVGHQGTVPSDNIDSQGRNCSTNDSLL
Integrin act MD: activates integrin-mediated alleviation for muscular dystrophy. alpha7betagal myoblasts, beta-gal FDG fluorescence, 48 h. Potency, µM (series often up to 38.3 µM), for inactives: top-dose activation, usual class: activators. 0.064% of 350,000 active. AID 624291;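 further: potency means the concentration at half of the fitted maximal effect; 100% = response of the positive control SU9516; nearly all actives have a fitted effect of over 60% in size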
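Alpha7betagal+/- myoblasts (passage 13) were plated 16-24 hr, then exposed to compounds (1:260 dilution of DMSO stock) for 48 hours at 37C. After MPER lysis, β-galactosidase reporter activity was read as FDG fluorescence (ex 480/em 540) after 30 minutes.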
TRPV1 ag: agonists of human vanilloid receptor 1 (TRPV1). TRPV1-expressing cells, Fluo-8 calcium influx, agonist mode. activation, % at 8.33 µM. 0.19% of 320,000 active. AID 540275; in the data active means activation above about 80%; inconclusive means between about 30% and that limit; further: 0% is about no effect
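Fluo-8 calcium influx in TRPV1-expressing cells, kinetic read (ex 480/em 520 nm). Compound added and read 3 min for agonist activity, followed by capsaicin at EC20 final and 2 min further read for enhancement.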
A-T KAP1 phos: potential ataxia-telangiectasia treatments restoring KAP-1 phosphorylation. Potency, µM (doses to about 57.5 µM), without a hit: top-dose activation, usual class: activators. 0.19% of 320,000 active. […] A-T fibroblasts, KAP-1 phosphorylation AlphaLISA; neocarzinostatin DNA damage 30 min before lysis. AID 485349; further: potency means the concentration at half of the fitted maximal effect; % of control where 0% means no effect; nearly all actives have a fitted effect of over 45% in size
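hTERT-immortalized A-T patient fibroblasts ([…]), 500 cells/well in OPTI-MEM, 1% FBS, got compounds for 60 min, then NCS for 30 min at 37C. Lysates were then assayed for phospho-KAP-1 by AlphaLISA (anti-pKAP1 donor, anti-KAP1 acceptor beads), 6 hr at 25C.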
ELG1 repair inh: blocks ELG1-dependent DNA repair in HEK293T cells; 2.3% of 330,000 active; Potency, µM (titrated, usually from 46.1 µM), without a hit: at the top dose activity change, negative = inhibition, most hits filed as inhibitors; HEK293T ELG1-luciferase reporter, luminescence, 16 h; DNA damage induced by 5-fluorouridine; further: potency means the concentration at half of the fitted maximal effect; on the % scale 0 is the no-effect control and ±100 the full control effect; nearly all actives have a fitted effect of over 55% in size
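In this reporter screen, reduction of luminescence relative to DMSO vehicle indicated activity. Compounds and 5-fluorouridine were added together to 2,000 cells per well, incubated for 16 hr at 37 °C, then developed with ONE-Glo.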
BRCA1 expr up: increases BRCA1 expression. 1.1% of 380,000 active. MCF7-BRCA1-FFLuc reporter, luminescence, 48 h; response scale: scaled: vehicle 0%, 10 µM genistein 100%. Potency, µM (titrated, usually from 46.1 µM), without a hit: at the top dose activation, hits mostly activators. AID 624202; further: potency means the concentration at half of the fitted maximal effect; nearly all actives have a fitted effect of over 80% in size; some results filed as inactive show a strong effect at the top dose
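Compounds are tested at multiple concentrations on MCF7 BRCA1-luciferase reporter cells seeded at 2000 per well; after 48 h, a single luminescence end-point is taken and curves fitted to the normalized data.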
MLL CXXC-DNA inh: inhibitors of human MLL CXXC domain-DNA interaction | Q03164 | MLL-CXXC / FITC-HOXA9 DNA fluorescence polarization | Potency, µM (doses to about 115 µM), for inactives: at the highest dose activity change, negative = inhibition, most hits filed as inhibitors | 0.037% of 290,000 active; active means well fitted inhibition curve with a large enough effect in the polarisation, with a control signal flat, not every such curve was filed as active; inconclusive means small, poorly fitted or top-dose-only effect, or effect the other way, or a change in a side signal; inactive means no such curve, though single readings can be large or run the other way; the % refers to the polarisation; further: potency means the concentration at half of the fitted maximal effect
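Purified MLL-CXXC (added from a 7 uM solution) was preincubated 5 min at ambient with pinned compounds in 50 mM Tris-HCl pH 7.5, 50 mM NaCl, 1 mM DTT, 0.05% BSA. Fluorescein-labeled HOX-A9 DNA (50 nM solution) followed, 30 min, then polarization read.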
* hit, by the source's call; ? = inconclusive; nt = not tested or not shown; [ ] = another dose, or the depositor's remark. Unless noted, the call rests on the fitted dose curve; in most records, active means well fitted curve in the direction sought with a large enough effect; inconclusive means small, poorly fitted or top-dose-only effect, or another doubt; inactive means no such curve, though single readings can be large; an effect the other way counts as inactive or inconclusive.

No.	Structure	PTAP TSG101 blk	TCR activator	p53 reactivator	B2AR arrestin	Integrin act MD
1	C#CCN(C)CCCOc1ccc(Cl)cc1Cl	2%	-1%	13%	11%	nt
2	COc1cc(C(N)=O)ccc1OCc1ccccc1	-5%	0%	nt	nt	-1%
3	COc1ccc2c(c1)NC(c1cc(Cl)cc(Cl)c1O)c1cccn1-2 (stereo not given)	16%	3%	1%	0.0%	5%
4	Cc1cc(OCC(=O)OCC(=O)c2c(N)n(C)c(=O)n(C)c2=O)ccc1Cl	-1%	4%	20%	-0.3%	29%
5	CC(C)/C=C/CN1CCCC(N2CCN(c3cccc(Cl)c3)CC2)C1 (stereo not given)	-7%	-4%	nt	0.5%	-52%[inhibitor]
6	CCCCNS(=O)(=O)c1ccc2nc(SCC(=O)Nc3cc(C)cc(C)c3)[nH]c2c1	-3%	2%[46.1 µM]	-3%	-0.4%	28%
7	Cc1c(C(=O)Nc2ccc(F)c(F)c2)oc2ccc(S(=O)(=O)N3CCCCC3)cc12	-3%	-48%	-4%	0.1%	3%
8	N/C(=N\S(=O)(=O)c1ccc(Cl)s1)c1ccccc1	-1%	1%	13%	-0.1%	4%

No.	TRPV1 ag	A-T KAP1 phos	ELG1 repair inh	BRCA1 expr up	MLL CXXC-DNA inh
1	17	-1%	?	4%	?
2	7	nt	nt	11%	-1%
3	1	-5%	10%	-37%	-14%
4	0	5%	-22%	5%	nt
5	-2	2%	5%	-29%	6%
6	15	2%	-19%	-41%	5%
7	?	3%	?	-79%	19%
8	8	3%	-14%	9%	0%

Quoted at random: 2 entries already listed
No.	Structure	PTAP TSG101 blk	TCR activator	p53 reactivator	B2AR arrestin	Integrin act MD
1	C#CCN(C)CCCOc1ccc(Cl)cc1Cl	2%	-1%	13%	11%	nt
3	COc1ccc2c(c1)NC(c1cc(Cl)cc(Cl)c1O)c1cccn1-2 (stereo not given)	16%	3%	1%	0.0%	5%

No.	TRPV1 ag	A-T KAP1 phos	ELG1 repair inh	BRCA1 expr up	MLL CXXC-DNA inh
1	17	-1%	?	4%	?
3	1	-5%	10%	-37%	-14%

(listing goes on)
No.	Structure	PTAP TSG101 blk	TCR activator	p53 reactivator	B2AR arrestin	Integrin act MD
9	Fc1ccc2nc3[nH]c4ccccc4c3nc2c1	-3%	-17%	?	0.5%	-18%
10	Cc1ccc(C(=O)COC(=O)c2nc(Cl)ccc2Cl)cc1	-4%	-6%	10%	-0.2%	0%
11	Nc1ccc(C(=O)Oc2ccc([N+](=O)[O-])cc2)c(O)c1	nt	nt	-6%	-1.0%	nt
12	Cc1ccc(C(=O)NCc2nnc(SCC(=O)NC(C)c3ccccc3)n2C)cc1 (stereo not given)	-4%	-6%	0%	-0.4%	13%
13	Cc1[nH]nc2c1C(c1cccnc1)N(c1ccc(Br)cc1)C2=O (stereo not given)	-8%	3%[46.1 µM]	16%	-0.9%	-5%
14	O=C1C2C3C=CC(C3)C2C(=O)N1CCCCN1C(=O)C2C3C=CC(C3)C2C1=O (stereo not given)	-2%	-4%	4%	-0.1%	-3%
15	COc1ccc(C(CNC(=O)c2cccc(NS(=O)(=O)c3ccc(C)c(F)c3)c2)N2CCOCC2)cc1 (stereo not given)	-4%	-1%	-1%	0.1%	-2%
16	O=C(/C=C/c1ccccc1)N1CCOCC1	-8%	-4%	4%	-0.2%	5%

No.	TRPV1 ag	A-T KAP1 phos	ELG1 repair inh	BRCA1 expr up	MLL CXXC-DNA inh
9	-1	1%	?	?	-18%
10	nt	-2%	-4%	-56%	nt
11	1	-4%	9%	nt	39%[activator]
12	-4	0%	?	-4%	-1%
13	1	1%	?	-1%	3%
14	-2	0%	-2%	10%	-4%
15	7	0%	-21%	-12%	nt
16	?	-3%	?	10%	21%

The results go on:
No.	Structure	PTAP TSG101 blk	TCR activator	p53 reactivator	B2AR arrestin	Integrin act MD
17	CS(=O)(=O)N(CC(=O)N1CCN(c2ccc(F)cc2)CC1)c1cccc(Cl)c1	0%	1%	2%	-0.2%	5%
18	COc1ccc(/C=C2\SC(=S)N(CC(=O)N3CCN(C)CC3)C2=O)cc1	-1%	-1%	15%	0.0%	-21%
19	Fc1ccc(-c2nc(-c3cnccn3)no2)c(Cl)c1	-4%	1%	7%	-1.0%	4%
20	CC(=O)c1cccc(NC(=O)c2ccc3c(c2)OCO3)c1	-2%	nt	13%	-0.8%	8%
21	O=C(Cc1ccccc1)Nc1nc(-c2ccc(F)c(F)c2)cs1	-7%	7%	0%	-0.3%	-9%
22	COc1cccc(-c2nc(NC(C)C)c3ccccc3n2)c1O	-1%	-3%	0%	0.0%	7%
23	O=C1NC(Cc2ccccc2)c2nc3ccccc3c(=O)n2-c2cc(Cl)ccc21 (stereo not given)	nt	nt	5%	-1.0%	nt
24	Cc1c(C(C)NC(=O)Nc2ccc(F)cc2F)cnn1C (stereo not given)	-3%	0%	6%	-0.1%	-27%

No.	TRPV1 ag	A-T KAP1 phos	ELG1 repair inh	BRCA1 expr up	MLL CXXC-DNA inh
17	-7	nt	-25%	-10%	17%
18	3	-12%	12%	-22%	13%
19	3	0%	?	13%	8%
20	7	4%	?	?	-10%
21	?	5%	-5%	19%	10%
22	-1	-1%	5.2µM*	-69%	-8%
23	-4	-5%	13%	nt	nt
24	3	-1%	8%	0%	-4%

New compounds follow
No.	Structure	PTAP TSG101 blk	TCR activator	p53 reactivator	B2AR arrestin	Integrin act MD
25	CCOC(=O)Cc1csc(N/N=C/c2ccccc2)n1	-2%	2%[46.1 µM]	-11%	-0.4%	16%
26	COc1cc(C(=S)N2CCOCC2)ccc1OC(=O)c1ccc([N+](=O)[O-])cc1[N+](=O)[O-]	-1%	-6%	-2%	0.3%	-16%
27	CC1(c2ccccc2Cl)NC(=O)N(CC(=O)Nc2ccc(N3CCOCC3)cc2)C1=O (stereo not given)	0%	-2%	-4%	0.2%	21%
28	CC(CCc1ccccc1)NC(=O)c1ccco1 (stereo not given)	-3%	-2%[46.1 µM]	-2%	-0.1%	-4%
29	Cn1c(=O)cc(OCCCC(=O)NC2CCCC2)c2ccccc21	-3%	1%	-13%	-1.2%	5%
30	COCCNC(=S)N1CCc2cc(OC)c(OC)cc2C1c1cccs1 (stereo not given)	-6%	1%	26%	0.1%	-12%
31	Cc1cccc(NC(=O)NCC2CC2)c1	0%	1%	13%	-0.2%	-17%
32	COc1ccc(S(=O)(=O)N2CCOCC2)cc1NC(=O)COC(=O)c1oc2ccccc2c1C	1%	-10%	1%	-0.3%	13%

No.	TRPV1 ag	A-T KAP1 phos	ELG1 repair inh	BRCA1 expr up	MLL CXXC-DNA inh
25	0	-4%	?	-1%	11%
26	1	1%	-13%	3%	-10%
27	nt	3%	7%	-17%	nt
28	?	0%	9%	-7%	33%[activator]
29	-1	-4%	?	-90%	21%
30	7	8%	?	-16%	-8%
31	14	2%	?	2%	2%
32	-1	4%	11%	7%	nt

Following part.
No.	Structure	PTAP TSG101 blk	TCR activator	p53 reactivator	B2AR arrestin	Integrin act MD
33	O=C(CCn1c(=O)oc2ccc(Cl)cc21)N1CCN(c2ccccc2)CC1	-8%	-5%	-3%	-0.2%	?
34	Cc1noc(C(=O)Nc2ccc(Cl)cc2)c1Cl	nt	nt	3%	-1.1%	nt
35	Cc1cc(=O)n2ccsc2n1	-10%	-5%[46.1 µM]	-4%	-0.5%	9%
36	OCCCNCc1ccc(Cl)cc1Cl	0%	2%	-5%	0.0%	6%
37	CN(C)c1ccc(N=Cc2nc(-c3ccccc3)oc2OC(=O)c2cccc(Br)c2)cc1	?	-2%[46.1 µM]	?	-0.3%	15%
38	Cn1nnc(NC(=S)NC(=O)c2ccco2)n1	-2%	0%[46.1 µM]	14%	2.7%	22%
39	CCCCC1=CC2=C(c3ccco3)C(=O)C(C)(OC(=O)c3ccc(OC)cc3)C(=O)C2=CN1CCCCO (stereo not given)	-4%	-8%	-1%	-0.4%	25%
40	Cc1ccc(NC(=O)NC2CC(=O)N(c3ccc4c(c3)OCCO4)C2)cc1F (stereo not given)	-4%	-2%	-1%	0.3%	1%
41	O=C(NCCCc1ccccn1)C1CCC(=O)N(Cc2cccc(F)c2)C1 (stereo not given)	-1%	-30%	8%	0.0%	10%

No.	TRPV1 ag	A-T KAP1 phos	ELG1 repair inh	BRCA1 expr up	MLL CXXC-DNA inh
33	-5	7%	-3%	6%	34%[activator]
34	3	1%	2%	nt	9%
35	-3	-3%	20%	8%	-2%
36	-2	4%	0%	9%	0%
37	?	0%	?	3.2µM*	5%
38	-3	1%	?	-17%	31%[activator]
39	3	-10%	-14%	14%	0%
40	-1	-4%	?	2%	nt
41	1	-5%	-1%	4%	2%
